ST2 IL33 inh = blocks human ST2 binding to IL-33; AlphaLISA ST2-Fc/biotin-IL-33 interaction, 1 h; 78,000 tested, 2.3% active; inhibition, % for hits at 17 µM; AID 1259354; Q01638; in the data active means inhibition above about 30%; inconclusive means mostly about 10% to 28%
Target sequence (Q01638 whole entry, looked up): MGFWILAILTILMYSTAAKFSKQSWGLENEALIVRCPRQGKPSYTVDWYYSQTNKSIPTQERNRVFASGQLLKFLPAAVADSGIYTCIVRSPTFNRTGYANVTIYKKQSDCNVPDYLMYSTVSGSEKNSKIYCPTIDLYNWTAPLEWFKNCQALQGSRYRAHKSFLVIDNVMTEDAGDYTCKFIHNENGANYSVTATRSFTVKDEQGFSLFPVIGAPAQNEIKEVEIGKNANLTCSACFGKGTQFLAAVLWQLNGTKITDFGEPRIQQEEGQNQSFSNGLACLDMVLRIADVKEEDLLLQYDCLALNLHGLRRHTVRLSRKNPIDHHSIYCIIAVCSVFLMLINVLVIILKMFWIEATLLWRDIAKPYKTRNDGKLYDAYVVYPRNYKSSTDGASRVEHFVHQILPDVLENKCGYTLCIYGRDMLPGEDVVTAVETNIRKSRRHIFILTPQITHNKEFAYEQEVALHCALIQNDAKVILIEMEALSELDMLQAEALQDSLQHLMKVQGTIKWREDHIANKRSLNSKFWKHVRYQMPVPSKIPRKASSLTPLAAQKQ
* = called active by the depositor; i = inactive; ? = inconclusive. This is a subset. The share of hits here may be higher or lower than overall.

SMILES	ST2 IL33 inh
CCCN1CCN(c2ncnc3sc(C(=O)OCC)c(C)c23)CC1	i
CCC(Sc1nc2c(c(=O)n1-c1ccc(F)cc1)SCC2)C(=O)OC (stereo not given)	?
O=C(Nc1ccc(F)cc1[N+](=O)[O-])c1cnc2n(c1=O)CCS2	i
CCOC(=O)COc1ccc2c(c1)C(=O)CC1(CCN(C(C)=O)CC1)O2	i
CCCS(=O)(=O)N1CCC(C(=O)N2CCc3ccccc3C2)CC1	i
CC1=C(C(=O)Nc2cccc(C)n2)C(c2cccnc2)C2=C(CCCC2=O)N1 (stereo not given)	i
Cc1cc2nc(SCCOC(=O)CN3C(=O)c4ccccc4C3=O)nc(C)c2cc1C	i
O=C(NCc1ccco1)C1CCN(c2ccc(-c3cccs3)nn2)CC1	?
O=C(CSc1nc2ccccc2o1)Nc1ccc(Oc2ccccc2)cc1	i
Cc1ccc(OCc2cc(=O)n3oc(C)cc3n2)c(NC(=O)c2ccccc2F)c1	?
COc1ccc2sc3ccccc3c(=O)c2c1	i
COc1ccc(-c2cn(-c3ccc(F)cc3)c(=O)[nH]2)cc1	?
Cc1ccc(C(=O)NCCCC(=O)O)o1	i
Cc1cc(C)n2cc(CSc3nc4ccccc4[nH]3)nc2n1	?
CCOc1ccc(NC(=O)c2ccccc2C)cc1	i
O=C1OC(c2ccc(Cl)cc2Cl)=N/C1=C\c1ccccc1	i
CCc1cn[nH]c1C1CCN(C(=O)c2cnn3cc(CCO)cnc23)CC1	i
CN1CCC(C)(CN(C)Cc2ccc(-n3ccnc3)cc2)C1 (stereo not given)	i
CCCNC(=O)COc1cc(C)ccc1C	i
O=c1/c(=C\c2ccco2)sc2nc3ccccc3n12	i
CN1CCCc2cc(C#N)c(=O)[nH]c21	?
CCCCOC(=O)Oc1ccc2c(=O)c(-c3ccccc3Cl)coc2c1	i
CCC(CO)Nc1nc2c(c(=O)n(C)c(=O)n2C)n1C (stereo not given)	?
CN(C(=O)Cc1c(C(=O)O)[nH]c2ccc(Cl)cc12)c1ccc(Br)cc1	i
COC(=O)C(NC(=O)c1cc(OC)c(OC)c(OC)c1)C(C)C (stereo not given)	i

Looked up by compound from the list above:
SMILES	ST2 IL33 inh
CN(C(=O)Cc1c(C(=O)O)[nH]c2ccc(Cl)cc12)c1ccc(Br)cc1	i
CCCCOC(=O)Oc1ccc2c(=O)c(-c3ccccc3Cl)coc2c1	i
Cc1ccc(C(=O)NCCCC(=O)O)o1	i

Going on with the list.
SMILES	ST2 IL33 inh
O=c1c(-c2ccccc2CN2CCOCC2)ccc2n1C[C@H]1C[C@@H]2CN(Cc2ccc(CO)o2)C1	i
CCCCNc1c(CN2CCCC2)c(=O)oc2ccccc12	i
COc1cc(C(=O)N=c2sc3ccccc3n2C)cc(OC)c1OC	?
O=C(Nc1ccnn1C1CCN(Cc2cccc3cccnc23)CC1)C1CC1	?
CCC(C)NC(=O)c1cc(-c2ccco2)on1 (stereo not given)	i
Cc1ccc(C)c(OCCN2CC(C(=O)O)CC2=O)c1 (stereo not given)	i
CC(C)COC(=O)C1C2C=CC3(CN(C(c4ccccc4)c4ccccc4)C(=O)C13)O2 (stereo not given)	i
CC(NC(=O)c1cc2ccccc2o1)c1ccccc1 (stereo not given)	i
COc1ccc(S(=O)(=O)N2CCN(c3ccccc3F)CC2)cc1C	i
O=C(Nc1c2c(nn1-c1cccc(Cl)c1)CS(=O)C2)c1c(F)cccc1Cl (stereo not given)	i
CCOC(=O)Cn1c(=O)n(-c2ccc(C)c(C)c2)c2nc(-c3ccccc3C)nc(C(N)=O)c21	i
C=C(C)CNc1ccc(C(=O)N2CCN(C(C)C)C(CC)C2)cn1 (stereo not given)	i
CCOC(=O)CNc1ccccc1C(=O)N1CCCC1c1c(C)noc1C (stereo not given)	?
O=C(O)C1Cc2c([nH]c3ccccc23)C(c2cccc(Br)c2)N1 (stereo not given)	i
CC12CC(c3cc(Br)cc(Br)c3O1)C(C(=O)c1ccccc1)C(=O)N2 (stereo not given)	i
C=CCn1c(SCC(=O)Nc2ccc(OC(F)(F)F)cc2)nc2c1c(=O)n(C)c(=O)n2C	?
O=S(=O)(Cc1noc([C@@H]2C[C@@H](O)CN2Cc2cccc(OC(F)(F)F)c2)n1)c1ccc(F)cc1	i
COc1cccc(-n2c(=O)c3sccc3n(Cc3cc(=O)n4cc(Cl)ccc4n3)c2=O)c1	i
COc1cccc(OC)c1C(=O)Nc1c2c(nn1-c1ccccc1C)CS(=O)C2 (stereo not given)	i
COc1ccc2nc(N3CCCC(C(=O)NC4CCCCC4)C3)sc2c1 (stereo not given)	i
Oc1c(C=NC2CCCCC2)[nH]c2ccc(Br)c(Cl)c12	45%*
NC(=O)c1oc2ccccc2c1NC(=O)c1ccccc1	i
COc1c(F)ccc(C(=O)N2C[C@H](N)C[C@H]2C(=O)NC(C)C)c1F	i
O=C1CCc2nc3sc4c(c3c(=O)n2N1)CCCC4	i
Cc1ccsc1CN1CCN(c2cccc(C)c2C)CC1	?
SMILES	ST2 IL33 inh
COC(=O)c1c(NC(=O)c2ccncc2)sc2c1C(C(=O)OC)CC2 (stereo not given)	?
CCN(CC)CCNC(=O)C1c2cc(OC)c(OC)cc2C(=O)N(C)C1c1ccc(OC)cc1 (stereo not given)	i
Cc1cc(C)n(-c2ccccc2F)c(=O)c1C(N)=O	i
CCN(CC)C(=O)C1CCCN(Cc2ccc(N(C)C)cc2)C1 (stereo not given)	i
COc1ccc(C2=NN(C(C)=O)C(c3ccccc3OC)C2)cc1OC (stereo not given)	i
O=C(c1csc(S(=O)(=O)NCc2ccccc2)c1)N1CCCC1	?
CC1CCc2nc(NC(=O)c3ccc(N4C(=O)CCC4=O)cc3)sc2C1 (stereo not given)	i
Cc1nnc(Nc2ccc(Cl)c(Cl)c2)[nH]c1=O	?
COc1ccc(CN2CCCN(CC(=O)Nc3ccc(F)c(Cl)c3)S2(=O)=O)cc1	i
COC(=O)c1ccccc1NC(=O)c1cc(-c2ccccc2OC)on1	i
O=C(Nc1ccccc1)C(Cc1c[nH]c2ccccc12)NC(=O)C(c1ccccc1)c1ccccc1 (stereo not given)	i
CC1=C[C@@H](CNC(=O)Nc2ccccc2)[C@H](C(C)C)C[C@H]1CC(=O)N(C)Cc1cccnc1	i
Cc1ccccc1-c1ncc(CN(C)Cc2n[nH]c3c2CCC3)s1	?
CCCn1nnc2cc(C(=O)NC(C)C(=O)Nc3ccc(S(N)(=O)=O)cc3)ccc21 (stereo not given)	?
Cn1cc(CC(=O)Nc2ccc(F)cc2F)c2ccccc21	i
Cc1ccc(CSc2nc3c(c(=O)n2-c2ccccc2)SCC3)cc1	?
CCc1cn[nH]c1C1CCCN(C(=O)C(=O)Nc2cccc(F)c2)C1 (stereo not given)	?
CCOC(=O)c1c(NC(=O)c2ccc(Br)s2)sc2c1CCN(C(C)C)C2	?
Cc1ccc2[nH]cc(-c3ccc4cc[nH]c(=O)c4c3)c2c1	?
CC(C)CSc1oc(-c2ccco2)nc1S(=O)(=O)c1ccc(Br)cc1	?
COc1cc2c(cc1OC)/C(=C/[N+](=O)[O-])NC(C)(C)C2	i
CC(C)CCNC(=O)c1ccc(CS(=O)(=O)c2c(Cl)cccc2Cl)o1	i
Cc1cc([N+](=O)[O-])nn1CCCC(=O)Nc1c(Cl)cccc1Cl	i
CCSC1=C(C#N)C(c2cccc(Cl)c2Cl)CC(=O)N1 (stereo not given)	i
CC(=O)Nc1ccc(NCCC#N)cc1	i
SMILES	ST2 IL33 inh
COC(=O)C1=C(N)OC2=C(C(=O)CC(c3ccccc3)C2)C1c1cccc(Cl)c1 (stereo not given)	i
CC(C)(C)n1nc2c(c1NC(=O)c1cccc(Br)c1)CSC2	i
O=C(Nc1cccc(Cl)c1)c1ccccc1F	i
CCOc1ccc(N2COc3ccc4ccccc4c3C2)cc1	?
O=C(CSc1nc2c(c(=O)n1-c1ccccc1)SCC2)NCc1ccc(F)cc1	?
CCCCNS(=O)(=O)c1cc(Br)cc2c1N(C(=O)CC)CC2	i
CC1(C)Cc2ccccc2-c2nc(NCCO)n(Cc3ccccc3)c(=O)c21	?
COc1cccc(-c2ccccc2NC(=O)C2CCN(CCC(C)c3ccc(C)o3)CC2)c1 (stereo not given)	?
N#Cc1c(N2CCc3ccccc3C2)ncc2c(=O)c3ccccc3[nH]c12	?
CCOc1ccccc1NC(=O)c1sc2ncnc(N3CCN(c4ccccn4)CC3)c2c1C	i
COc1ccc(CN2CC3CC4CC2C[C@@H](C4)C3)cc1C(=O)O	i
CC(C)NC(=O)Cn1c(=O)n(CC2CCC(C(=O)N3CCCCC3)CC2)c(=O)c2sccc21 (stereo not given)	i
O=C(Nc1ncc(S(=O)(=O)c2ccc([N+](=O)[O-])cc2)s1)c1ccccc1Br	i
Fc1cccc(F)c1CN1CCOCC1	i
Cc1cc(C)n(CCC(=O)N(C)CCc2noc(C(C)C)n2)c(=O)n1	i
CCCNC(=O)c1cc(-c2ccco2)on1	i
Cc1cc(N2CCC(CCCc3ccccc3)(C(=O)O)CC2)nc(N)n1	i
Cc1ccc(CNC(=O)C2CC(=O)N(CCC(C)C)C2)cc1 (stereo not given)	i
CCCOc1ccc(C(O)(CCN2CCCCC2)c2ccccc2OC)cc1 (stereo not given)	i
Cc1cc2c(cc1C)C(c1cccc(Cl)c1)CC(=O)N2 (stereo not given)	?
CN(C)S(=O)(=O)CCNC(=O)c1cc(C2CC2)[nH]n1	i
O=C(CN1C(=O)C2C3C=CC(C3)C2C1=O)Nc1ccc(I)cc1 (stereo not given)	i
COc1ccccc1N1CCN(Cc2ccc(Br)o2)CC1	i
O=C(Nc1nnc(SCC(=O)N2CCc3ccccc32)s1)c1ccc([N+](=O)[O-])cc1	?
CCc1c(C)sc(NC(=O)c2cc(C(C)C)on2)c1C#N	i

Given bar-delimited: part of the list above.
structure | ST2 IL33 inh
O=C(CN1C(=O)C2C3C=CC(C3)C2C1=O)Nc1ccc(I)cc1 (stereo not given) | i
COc1cccc(-c2ccccc2NC(=O)C2CCN(CCC(C)c3ccc(C)o3)CC2)c1 (stereo not given) | ?
CCCOc1ccc(C(O)(CCN2CCCCC2)c2ccccc2OC)cc1 (stereo not given) | i
O=C(CSc1nc2c(c(=O)n1-c1ccccc1)SCC2)NCc1ccc(F)cc1 | ?
Fc1cccc(F)c1CN1CCOCC1 | i

Copied from the results shown (5 entries):
SMILES	ST2 IL33 inh
COC(=O)C1=C(N)OC2=C(C(=O)CC(c3ccccc3)C2)C1c1cccc(Cl)c1 (stereo not given)	i
CC(C)(C)n1nc2c(c1NC(=O)c1cccc(Br)c1)CSC2	i
O=C(Nc1cccc(Cl)c1)c1ccccc1F	i
CCOc1ccc(N2COc3ccc4ccccc4c3C2)cc1	?
O=C(CSc1nc2c(c(=O)n1-c1ccccc1)SCC2)NCc1ccc(F)cc1	?

(next part)
SMILES	ST2 IL33 inh
COC(=O)c1sc(NC(=O)c2cc(Cl)ccc2OC)c(C#N)c1C	i
CN1CCCN(Cc2cccc(Br)c2)CC1	i
O=[N+]([O-])c1ccc(Nc2ccc(Cl)c(Cl)c2)nc1	?
CC(C)(C)C1CCc2onc(C(=O)Nc3ccc4c(c3)OCO4)c2C1 (stereo not given)	i
CCCCn1c2c(c3ccccc31)CCc1nonc1-2	i
O=C1C2C(C(=O)N1c1ccccc1[N+](=O)[O-])C1C=CC2C12CC2 (stereo not given)	i
O=C(Cc1ccccc1)Nc1ccc(Br)cc1	i
Clc1ccc(CN2CCSCC2)c(Cl)c1	?
CC(C)c1ccc(NC2CCCN(C(=O)CCc3cnccn3)C2)cc1 (stereo not given)	i
CCCCN(C)S(=O)(=O)c1ccc(C(=O)Nc2nnc(CC)o2)cc1	i
C=CCn1cc(C(=O)N2CCN(C)CC2)c(=O)c2cc(S(=O)(=O)N3CCCC3)ccc21	i
CC1(C)CC(=O)C2=C(C1)OC(N)=C(C#N)C2c1ccc(Cl)c(Cl)c1 (stereo not given)	?
COc1ccc(Nc2ncnc3c2cnn3-c2ccc(C)cc2C)cc1OC	i
O=C(O)c1ccc(Nc2ccc([N+](=O)[O-])cn2)cc1	i
COc1ccc(OC)c(NC(=O)c2cn(C)c(=O)c3cc(OC)c(OC)cc23)c1	?
CCc1ccc(N2C(=O)c3ccccc3NC2c2ccc3c(c2)OCO3)cc1 (stereo not given)	i
O=C1c2sc3nnc(-c4cccs4)c(=O)n3c2C(=O)N1Cc1ccccc1	i
O=C(O)CCC(=O)N1N=C(c2ccc(Br)cc2)CC1c1ccccc1Cl (stereo not given)	i
CCN1CCN(c2nc(C)c3cc4c(cc3n2)CCC4)CC1	?
COc1cc2c(cc1OC)CN(CCC(=O)O)CC2	i
O=C(c1cnccn1)N1CC[C@H](c2nc3ccccc3o2)C1	?
Cc1cc(C)cc(NC2=N[C@H]3[C@@H](O)[C@H](O)C[C@H](C(=O)NCCN4CCCCC4)[C@H]3S2)c1	?
CCCCSc1oc(-c2ccco2)nc1S(=O)(=O)c1ccc(Cl)cc1	i
Cc1cc(NC(=O)c2cc(-c3ccc(Cl)c(Cl)c3)on2)no1	i
COc1ccc2oc(=Nc3cccc(C#N)c3)c(C(=O)Nc3ccccc3)cc2c1	i
SMILES	ST2 IL33 inh
Brc1ccc(CN2CCN(Cc3ccc4c(c3)OCO4)CC2)o1	?
Clc1ccc(-n2ncnc2-c2cccc(Br)c2)cc1	i
O=C(N[C@H]1CCN2C(=O)c3cc(-c4ccccc4F)ccc3NC(=O)[C@@H]2C1)c1ccco1	60%*
CCSc1ncc(CN2CCN(c3nc(C)ncc3C)CC2)cn1	?
O=C1OCC(=O)N(Cc2ccccc2Cl)C1c1ccc(F)cc1 (stereo not given)	i
C=CCn1c(=O)c(-c2nc3ccccc3c(=O)[nH]2)c(O)c2ccccc21	?
O=C(C[C@@H]1C[C@@H]2C=C[C@H]1C2)N1CCn2nc(C(=O)N3CCCC3)cc2C1	i
Cc1csc2ncc(C(=O)Nc3ccc(F)cc3F)c(=O)n12	i
O=C(CN1CCN(Cc2ccccc2F)C1=O)NCC1CCCO1 (stereo not given)	i

2 entries from above, bar-delimited:
SMILES | ST2 IL33 inh
CCSc1ncc(CN2CCN(c3nc(C)ncc3C)CC2)cn1 | ?
Cc1cc(NC(=O)c2cc(-c3ccc(Cl)c(Cl)c3)on2)no1 | i

Assay outcomes from PubChem BioAssay.
